# STAT1 activator = STAT1 signaling activators, primary screen, cell-based, HTS, luciferase reporter; NIH 3T3 STAT1-luciferase reporter, IFN-gamma, luminescence; 100% = IFN-gamma alone, no compound; activation (% of control), % at 5.5 µM; 200,000 tested, 2.6% active;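 active = activation above the screen-wide mean activation plus 3 SD, cut at about 130% in these data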;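 also: raw ratio to IFN-gamma control signal so 100% means no change and 0% no light; values of inactives mirror those of a sister screen read the other way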
# APP transl inh = inhibitors of APP translation via 5'UTR reporter, primary screen, APP 5'UTR luciferase, SH-SY5Y cells | SH-SY5Y APP 5'UTR-luciferase reporter, luminescence | inhibition, % at 2 µM | 190,000 tested, 0.82% active;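 active = inhibition above a set limit, derived from the sample mean plus 3 SD, cut at about 45% in these data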; also: values of inactives mirror those of a sister screen read the other way
# FLuc act counter = FLuc activators, initial screening, artefact control for FLuc-dependent activation tests, biochemical, ATPlite luminescence. activation factor at 10 µM. ATPlite luciferase biochemical, 10 min; 0 = ATP-free wells, 1 = DMSO control. AID 1027, 2008. Luciferin 4-monooxygenase (Photinus pyralis), P08659. 200,000 tested, under 10 active;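 active = luciferase activation factor, scaled between plate controls, of at least 2 with compound at 10 µM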
# Target sequence (P08659 whole entry, looked up): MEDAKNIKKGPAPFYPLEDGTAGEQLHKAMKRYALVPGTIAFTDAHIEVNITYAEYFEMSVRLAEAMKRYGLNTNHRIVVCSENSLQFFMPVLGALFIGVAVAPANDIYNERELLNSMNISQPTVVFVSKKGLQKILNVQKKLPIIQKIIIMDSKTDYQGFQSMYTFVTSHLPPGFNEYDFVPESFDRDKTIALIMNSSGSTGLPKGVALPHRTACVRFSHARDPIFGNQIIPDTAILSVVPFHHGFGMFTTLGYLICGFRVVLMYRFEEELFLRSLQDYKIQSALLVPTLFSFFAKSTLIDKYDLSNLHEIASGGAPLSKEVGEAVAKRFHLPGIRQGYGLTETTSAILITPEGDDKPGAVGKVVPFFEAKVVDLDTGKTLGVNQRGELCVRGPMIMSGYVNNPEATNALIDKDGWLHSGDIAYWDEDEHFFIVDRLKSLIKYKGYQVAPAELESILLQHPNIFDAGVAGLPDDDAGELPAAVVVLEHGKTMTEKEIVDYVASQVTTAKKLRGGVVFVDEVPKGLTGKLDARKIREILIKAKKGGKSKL
#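 Material: Luciferase/luciferin reagent mix | Doses: Test compounds dosed from 2 mM stocks in 100% DMSO | Timing: 10 min incubation after luciferase reagent addition, room temperature | Measured by: Luminescence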
# NF-kB expr up = activators of NF-kB expression in neurons, primary screen, cell-based, HTS | human neuronal cells, NF-kB reporter expression; hits give high values | fold change at 12.5 µM | 190,000 tested, 1.6% active | AID 1239, 2008; in the data active = fold change above about 3.3
# APP 5'UTR act = activators of APP 5'UTR luciferase reporter, primary screen, SH-SY5Y cells; SH-SY5Y APP 5'UTR luciferase reporter, luminescence; zero percent = DMSO vehicle wells; activation, % at 2 µM; 190,000 tested, 1% active; AID 1276, 2008;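 active = activation above a set limit, based on mean plus 3 SD of controls, cut at about 140% in these data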; also: values of inactives mirror those of a sister screen read the other way
# STAT3 blocker = IL-6 driven STAT3 reporter inhibitors, primary screen, U3A cells, luciferase, luminescence, MLSCN library | IL-6 STAT3-luciferase reporter; host cell line lacks STAT1 | inhibition, % at 5.5 µM | 190,000 tested, 0.89% active;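 active = inhibition above the mean inhibition across all screened compounds plus 3 SD, cut at about 44% in these data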;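 also: 0% = DMSO only wells and 100% = 100 µM nifuroxazide control wells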
# STAT1 blocker = STAT1 signaling inhibitors, primary screen, cell-based, HTS, luciferase reporter; NIH 3T3 STAT1-luciferase reporter, IFN-gamma, luminescence; 200,000 tested, 0.35% active; inhibition, % at 5.5 µM; AID 920, 2007;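 active = inhibition above a set limit, the mean inhibition across all tested compounds plus 3 SD, cut at about 34% in these data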;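 also: 0% = IFN-gamma with DMSO and 100% = IFN-gamma with 300 µM nifuroxazide; values of inactives mirror those of a sister screen read the other way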
# FLuc inh counter = firefly luciferase enzyme inhibitors, primary screen, artefact control for luciferase-based inhibitor screens, biochemical, luminescence, ATPLite | AID 1006, 2008 | 200,000 tested, 1.5% active | inhibition, % at 10 µM | 10 min;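 active = inhibition above about 50% when tested at 10 µM, limit read from the data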
# ROMK primary = ROMK potassium channel modulators, primary screen, cell-based, thallium flux, MLSMR library; Tet-inducible ROMK, thallium flux fluorescence; actives lie on both sides; B-score at 10 µM; 130,000 tested, 2% active; AID 1918, 2009;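 active = signal ratio slope over the read window, or its plate-corrected B-score, at least 3 SD from the plate mean, either direction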;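 also: B-score of the F/F0 ratio slope over 7 to 12 s after thallium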
# Target sequence (P48048 whole entry, looked up): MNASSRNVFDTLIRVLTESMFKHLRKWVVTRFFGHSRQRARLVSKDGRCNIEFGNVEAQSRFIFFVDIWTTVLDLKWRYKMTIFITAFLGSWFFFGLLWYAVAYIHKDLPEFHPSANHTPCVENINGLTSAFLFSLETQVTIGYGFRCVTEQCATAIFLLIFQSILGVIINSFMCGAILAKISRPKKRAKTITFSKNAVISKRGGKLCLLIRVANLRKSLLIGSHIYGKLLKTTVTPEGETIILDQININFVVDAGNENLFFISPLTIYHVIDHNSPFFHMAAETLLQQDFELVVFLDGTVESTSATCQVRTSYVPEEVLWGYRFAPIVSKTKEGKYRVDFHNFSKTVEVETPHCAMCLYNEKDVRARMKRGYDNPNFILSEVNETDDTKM
# STAT3 activator = IL-6 driven STAT3 reporter potentiators, primary screen, U3A cells, luciferase, luminescence, MLSCN library; IL-6 STAT3-luciferase reporter; 100% = signal with IL-6 EC80 alone; 190,000 tested, 0.91% active; activation (% of control), % at 5.6 µM;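 active = activation above the screen-wide mean of compound activation plus 3 SD, cut at about 130% in these data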;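 also: 0% = background luminescence of wells with medium and substrate only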
#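 Material: STAT1-lacking human U3A cells, STAT3 luciferase reporter | Benchmarks: IL-6-only wells as 100% reference | Probe or stimulus: IL-6 (33 ng/mL) | Timing: Compound 1 h, then IL-6 6 h at 37 °C | Detection: Luminescence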
# Numbers without * were called inactive; . = not tested or not shown.
no.	Molecule	STAT1 activator	APP transl inh	FLuc act counter	NF-kB expr up	APP 5'UTR act
1	Cc1cc(/C=N/n2cnnc2)c(C)n1-c1cc(Cl)ccc1Cl	98	-6	1	0.84	6
2	CCN1C(=O)/C(=C2/C=Cc3ccccc3N2C)OC1=S	106	12	1	1.2	-12
3	Cc1noc(C)c1CSc1nc2cc(S(=O)(=O)N3CCOCC3)ccc2o1	92	8	1.1	0.82	-8
4	NCCCCCc1nnc(SCc2cccc(Cl)c2)o1	110	9	1.1	0.89	-9
5	Cc1cccc(NC(=O)c2cc([N+](=O)[O-])ccc2NC2CCCCC2)c1	103	8	1	1.8	-8
6	CCc1ccc(NC(=O)c2ccccc2NC(=O)C2CCCO2)cc1 (configuration not stated)	116	-113	1	2.4	113
7	O=C1CCCN1CCC1CCCCN1Cc1nc(COc2ccccc2)no1 (configuration not stated)	100	10	1.1	1.1	-10
8	O=C1CC(c2ccccc2)n2nc(N3C(=O)CCC3=O)nc2N1 (configuration not stated)	92	4	1.1	1	-5
9	COc1ccc(-c2nc3n(c(=O)c2C#N)CCS3)cc1OC	104	-19	1	1.2	19
10	O=C(c1cc(S(=O)(=O)N2CCOCC2)c(Cl)cc1Cl)N1CCCCC1	98	-4	1	1.1	4

no.	STAT3 blocker	STAT1 blocker	FLuc inh counter	ROMK primary	STAT3 activator
1	10	2	-1	.	97
2	14	-13	3	-0.023	88
3	7	8	-5	.	97
4	-2	-11	-8	-3.8	104
5	4	-3	1	-1.5	100
6	-13	-18	2	-0.12	116
7	5	-2	-6	0.62	100
8	6	9	-11	.	98
9	4	-6	-4	0.7	100
10	12	2	-3	-0.29	93

# (list continues)
no.	Molecule	STAT1 activator	APP transl inh	FLuc act counter	NF-kB expr up	APP 5'UTR act
11	O=C(CCN1C(=O)c2ccccc2C1=O)NNC(=O)c1ccc(Cl)cc1Cl	103	-10	1.1	1.2	10
12	COc1ccc(NC(=O)CSc2n[nH]c(N)n2)c([N+](=O)[O-])c1	99	-4	1	1.3	4
13	COc1cc(/C=N/NC(=O)c2ccc(COc3cc(C)ccc3C(C)C)cc2)cc(OC)c1O	104	14	1	0.83	-15
14	CN(O)/C=N/C(=S)Nc1ccc(Cl)cc1Cl	96	3	1	0.84	-3
15	O=C(Nc1c2c(nn1-c1ccccc1)CS(=O)C2)c1ccc(S(=O)(=O)N2CCOCC2)cc1 (configuration not stated)	102	-2	1	1.1	2
16	N#CC1=C2SCCN2C(=O)C(C#N)C12CCCCC2 (configuration not stated)	99	-6	1	1	6
17	O=C(c1cccn2c(=O)c3cc4ccccc4cc3nc12)N1CCN(c2ccccc2)CC1	96	7	1	1.4	-7
18	c1ccc(Cn2c(Sc3nnnn3-c3ccccc3)nnc2-c2ccccc2)cc1	105	3	1	1.1	-3
19	CC1CN(/C=C/C(=O)C(F)(F)F)CC(C)O1 (configuration not stated)	96	-3	1	1.1	3
20	Cc1cccc(OCCCC(=O)Nc2nccs2)c1	97	-25	1.1	.	25

no.	STAT3 blocker	STAT1 blocker	FLuc inh counter	ROMK primary	STAT3 activator
11	24	-4	-9	.	81
12	2	1	-4	0.74	103
13	9	-4	0	.	94
14	17	1	1	2.4*	89
15	0	-3	-1	1.1	101
16	3	2	-1	0.011	101
17	-27	5	1	.	127
18	3	-6	-4	.	102
19	11	3	1	-0.26	96
20	10	3	-7	-0.25	98

# An excerpt from above in order of the STAT1 blocker value, largest number first.
item | SMILES | STAT1 activator | APP transl inh | NF-kB expr up | APP 5'UTR act | STAT1 blocker | ROMK primary | STAT3 activator
19 | CC1CN(/C=C/C(=O)C(F)(F)F)CC(C)O1 (configuration not stated) | 96 | -3 | 1.1 | 3 | 3 | -0.26 | 96
11 | O=C(CCN1C(=O)c2ccccc2C1=O)NNC(=O)c1ccc(Cl)cc1Cl | 103 | -10 | 1.2 | 10 | -4 | . | 81
18 | c1ccc(Cn2c(Sc3nnnn3-c3ccccc3)nnc2-c2ccccc2)cc1 | 105 | 3 | 1.1 | -3 | -6 | . | 102

# Gathered by group, the entries above containing two or more sulfur atoms
no.	Molecule	STAT1 activator	APP transl inh	FLuc act counter	NF-kB expr up	APP 5'UTR act
3	Cc1noc(C)c1CSc1nc2cc(S(=O)(=O)N3CCOCC3)ccc2o1	92	8	1.1	0.82	-8
15	O=C(Nc1c2c(nn1-c1ccccc1)CS(=O)C2)c1ccc(S(=O)(=O)N2CCOCC2)cc1 (configuration not stated)	102	-2	1	1.1	2

no.	STAT3 blocker	STAT1 blocker	FLuc inh counter	ROMK primary	STAT3 activator
3	7	8	-5	.	97
15	0	-3	-1	1.1	101

# Additional structures
no.	Molecule	STAT1 activator	APP transl inh	FLuc act counter	NF-kB expr up	APP 5'UTR act
21	CCC(C(=O)OCC(=O)Nc1cc(Cl)cc(Cl)c1)c1ccccc1 (configuration not stated)	102	2	1	1.1	-2
22	CCC(C)(C)NC(=O)c1cc(S(=O)(=O)N2CCCCC2)ccc1N1CCOCC1	103	-14	1	1	14
23	CCOC(=O)C1CCN(C(=O)c2ccccc2NS(=O)(=O)c2ccc(F)c(F)c2)CC1	98	-11	1.1	1.2	11
24	C#CC[N+](C)(C)C(C#Cc1ccccc1)CC=C (configuration not stated)	94	-3	1.1	0.68	3
25	COc1ccc(OCC(=O)Nc2cccc(-c3nc4ccccc4[nH]3)c2)cc1	121	-30	0.9	1.2	30
26	COc1cccc2cc(C(=O)NCc3ccccn3)c(=O)oc12	104	-12	0.6	1.8	12
27	Oc1cccc(-c2nc3c4c(ncn3n2)-c2ccccc2CC42CCCC2)c1	100	-1	1.1	0.98	1
28	CCc1nnc(NC(=O)CCC(=O)Nc2ccccc2)s1	103	8	1.1	1	-8
29	CCN(CC)c1ccc(NC(=O)COC(=O)C23CCC(=O)N2c2ccccc2S3)cc1 (configuration not stated)	100	-8	1	0.82	8
30	CCn1cc(C(=O)NC2CCc3ccccc32)c(=O)c2ccc(C)nc21 (configuration not stated)	93	6	1	1.3	-5

no.	STAT3 blocker	STAT1 blocker	FLuc inh counter	ROMK primary	STAT3 activator
21	-2	-2	-1	-0.1	103
22	-13	-3	4	0.0091	112
23	18	2	-8	0.17	86
24	4	6	-10	.	100
25	0	-24	8	0.29	107
26	9	-22	40	-0.73	95
27	8	1	-6	.	98
28	-9	-3	-6	.	109
29	4	0	1	-0.42	97
30	0	8	-2	.	103

# New compounds follow.
no.	Molecule	STAT1 activator	APP transl inh	FLuc act counter	NF-kB expr up	APP 5'UTR act
31	O=C(OCC(=O)N1CCc2ccccc21)C1=COCCO1	109	-7	1	1.7	7
32	Cc1ccc(-n2c(-c3ccco3)n[nH]c2=S)cc1	106	4	0.9	1.1	-4
33	CC(=O)N1CCN(Cc2nc3cc(NC(=O)C4CCCCC4)ccc3n2C)CC1	99	23	1.1	1.6	-23
34	Cc1cc(=O)[nH]c2c1c(C)nn2C1CCCCC1	93	15	1	1.1	-15
35	Nc1nc(CSc2nnc(-c3cccc(F)c3)n2-c2ccccc2)nc(N2CCOCC2)n1	84	-14	1	1.1	14
36	CC(C)C(=O)Nc1nnc(SCC(=O)N2c3ccccc3CC2C)s1 (configuration not stated)	102	4	1.1	1	-4
37	CCCN1C(=O)/C(=C/c2c(NCCCOC(C)C)nc3c(C)cccn3c2=O)SC1=S	101	-11	1.1	1.1	11
38	CN1C(=S)SC(N2OC3C(=O)N(c4ccccc4)C(=O)C3C2c2ccc(Cl)cc2)C1(C)C (configuration not stated)	92	13	1	1.2	-13
39	O=C(CN1CC(=O)Oc2ccccc21)OCC(=O)c1ccccc1	91	8	1	1	-8
40	O=C(c1cc2c(=O)n3ccccc3nc2s1)N1CCc2ccccc2C1	102	-8	1	0.97	8

no.	STAT3 blocker	STAT1 blocker	FLuc inh counter	ROMK primary	STAT3 activator
31	3	-9	-2	.	101
32	7	-8	6	0.48	100
33	8	1	-7	.	95
34	2	8	-4	-0.25	99
35	-7	20	1	0.81	104
36	0	-3	-9	.	104
37	4	-1	-6	.	99
38	-4	9	-3	.	100
39	15	10	-5	.	91
40	5	-5	4	-0.68	100

# Additional entries.
no.	Molecule	STAT1 activator	APP transl inh	FLuc act counter	NF-kB expr up	APP 5'UTR act
41	O=C(/C=C/c1cccc([N+](=O)[O-])c1)Nc1ccccn1	110	-54	1	0.75	54
42	COc1cccc(NC(=O)CSCC(=O)O)c1	92	-10	1	1.1	10
43	Cc1cc(C)c(C(=O)/C=C/c2ccco2)c(=O)[nH]1	98	8	1.1	1	-8
44	CC(C)CC(NC(=O)c1ccc(Cl)cc1)C(=O)OCC(=O)c1ccc2c(c1)NC(=O)CO2 (configuration not stated)	94	25	1	1.6	-25
45	O=C(NCN1CCCCC1)c1cnccn1	91	-5	1.1	1	5
46	COc1ccc(C)cc1-n1nnnc1SCC(=O)NC(=O)NCc1ccco1	93	25	1	1	-25
47	Cc1cccc(OCC(=O)Nc2ccc3c(C)cc(=O)oc3c2)c1	101	-4	1	1.1	4
48	Cc1cc2c(nn1)CCC/C2=N\O	103	-4	1.1	1.1	4
49	O=C1c2ccccc2C(O)(Cc2ccccc2)N1CCCN1CCOCC1 (configuration not stated)	108	-10	1.1	1.2	10
50	O=C(CSc1nc2ccc([N+](=O)[O-])cc2[nH]1)NCCc1ccccc1	98	0	1.1	0.87	0

no.	STAT3 blocker	STAT1 blocker	FLuc inh counter	ROMK primary	STAT3 activator
41	26	-9	-2	0.43	82
42	10	8	-2	0.015	97
43	2	0	-9	0.13	104
44	3	7	-4	0.44	103
45	5	10	-11	0.7	98
46	5	8	-1	.	100
47	18	-1	-3	0.54	87
48	8	-4	-7	.	96
49	0	-7	-8	.	103
50	17	2	-7	.	94

# Next part:
no.	Molecule	STAT1 activator	APP transl inh	FLuc act counter	NF-kB expr up	APP 5'UTR act
51	Cc1nn(-c2ccccc2)c(=O)c2ccccc12	108	10	1	1.2	-9
52	Nc1ncnc(N2CCOCC2)c1N	89	-19	1	1.1	19
53	O=C(NCc1cccs1)c1ccccc1	102	-3	1.1	1	3
54	CCOc1cc(N2CCOCC2)c(OCC)cc1NC(=O)c1ccc(S(C)(=O)=O)cc1	101	-8	1	1	8
55	Cc1c(NC(=O)OCCNC(=O)COc2ccc(Cl)cc2Cl)sc(=S)n1C	89	-1	0.9	1	1
56	COc1ccc(C(=O)c2oc3ccccc3c2NC(C)=O)cc1	97	2	1.1	1.3	-1
57	COC(=O)Cc1ccc(O)c(N)c1	94	-2	1.1	1.2	3
58	CCc1ccc(NC(=O)N(C2CCC(C)CC2)C2CCN(C(C)=O)CC2)cc1 (configuration not stated)	105	-3	1	1.3	3

no.	STAT3 blocker	STAT1 blocker	FLuc inh counter	ROMK primary	STAT3 activator
51	22	-8	0	0.34	87
52	14	12	-2	0.67	88
53	2	-2	-6	0.38	99
54	-5	-2	-4	0.33	107
55	15	12	10	.	89
56	30	3	-7	.	77
57	6	5	-8	-0.88	99
58	-2	-5	-1	1.1	106

# Screening data: PubChem BioAssay, several laboratories
